High-throughput results deposited in PubChem by The Scripps Research Institute Molecular Screening Center.
MITF inh: inhibitors of human MITF | O75030 | 0.91% of 650,000 active | inhibition, % at 2.6 µM | AlphaScreen MITF homodimerization, bead proximity signal | AID 1259374; in the data active means inhibition above about 50%;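 further: 0% = vehicle wells with protein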
Target sequence (O75030 whole entry, looked up): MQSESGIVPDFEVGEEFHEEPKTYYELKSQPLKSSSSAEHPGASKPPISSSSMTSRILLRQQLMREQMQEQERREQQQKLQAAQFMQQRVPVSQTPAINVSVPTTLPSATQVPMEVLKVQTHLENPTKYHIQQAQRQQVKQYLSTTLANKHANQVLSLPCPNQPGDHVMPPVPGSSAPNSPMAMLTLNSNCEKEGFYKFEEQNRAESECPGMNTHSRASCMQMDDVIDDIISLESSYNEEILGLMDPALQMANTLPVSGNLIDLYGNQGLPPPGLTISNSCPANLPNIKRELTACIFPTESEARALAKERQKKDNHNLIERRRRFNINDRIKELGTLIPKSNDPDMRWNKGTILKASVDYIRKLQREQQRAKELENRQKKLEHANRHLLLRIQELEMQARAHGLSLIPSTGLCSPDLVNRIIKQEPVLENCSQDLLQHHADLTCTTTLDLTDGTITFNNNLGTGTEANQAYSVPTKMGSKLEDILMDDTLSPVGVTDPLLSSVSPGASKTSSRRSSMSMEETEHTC
FBW7 act: activators of human E3 ligase FBW7; Q969H0; AlphaScreen FBW7–phospho-cyclin E peptide binding, activator screen; normalized activity (activation), % at 26.1 µM; 0.13% of 650,000 active; in the data active means normalized activity above about 1.9%;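 further: purified mutant Fbw7 with reduced substrate affinity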
GPR151 ag: activates the human receptor GPR151. 1% of 650,000 active. PathHunter beta-arrestin GPR151 cells, luminescence. activation, % at 11.2 µM; in the data active means activation above about 4.9%;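 further: 0% = median of compound wells and 100% = cells with positive control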
Target sequence (Q8TDV0 whole entry, looked up): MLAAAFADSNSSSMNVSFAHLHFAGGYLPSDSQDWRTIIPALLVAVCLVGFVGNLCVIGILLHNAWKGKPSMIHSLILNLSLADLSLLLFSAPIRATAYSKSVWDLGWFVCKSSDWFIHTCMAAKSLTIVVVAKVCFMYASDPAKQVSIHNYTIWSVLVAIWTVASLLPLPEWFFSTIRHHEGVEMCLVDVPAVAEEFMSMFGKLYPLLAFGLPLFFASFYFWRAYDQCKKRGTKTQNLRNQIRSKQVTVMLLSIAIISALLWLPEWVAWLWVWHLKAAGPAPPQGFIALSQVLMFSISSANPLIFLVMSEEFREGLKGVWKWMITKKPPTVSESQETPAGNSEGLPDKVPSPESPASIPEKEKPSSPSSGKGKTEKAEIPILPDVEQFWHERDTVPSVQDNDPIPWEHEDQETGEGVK
TEAD-YAP block: TEAD-YAP interaction inhibition. 1.4% of 640,000 active. AID 1259422. HEK-TIYL cells, TEAD-Gal4/YAP UAS-luciferase luminescence. inhibition, % at 9.12 µM; in the data active means inhibition above about 32%;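 further: 0% = median of test compound wells and 100% = reference inhibitor wells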
* hit, by the source's call; / = no result given; & = joins results of further samples.

SMILES	MITF inh	FBW7 act	GPR151 ag	TEAD-YAP block
COc1ccc(C[C@@H]2NC(=O)[C@H]3CN(C(=O)c4cccc(Cl)c4)CCN3C2=O)cc1	12	1.0	-0.5	-5
COC(=O)C1=C(C)N(c2ccc(OC)c(OC)c2)C(=O)/C1=C\c1ccccc1Cl	-3	0.0	0.2	-11
COc1ccc(Oc2ccc3c(c2)c2c4n3CCNC4CCC2)cc1 (stereo not given)	4	-0.2	-0.2	0
CCn1c(SCC(=O)NNC(=O)C2CCCCC2)nnc1-c1ccco1	-5	0.0	-0.5	2
O=C(Nc1ccc([N+](=O)[O-])cc1)c1cccc(S(=O)(=O)N2CCCCC2)c1	-20	0.0	0.6	2
CCOC(=O)C1CCCN(C(=O)c2cc3ccccc3oc2=O)C1 (stereo not given)	3	-0.3	-0.2	11
CC(C)CN1C(=O)/C(=C/c2ccccc2OCC(=O)O)SC1=S	-2	-0.2	1.4	0
CCCCOc1cc(Br)c2noc3c2c1C(=O)c1ccccc1-3	8	-0.3	1.7	-12
O=C(Nc1ccc(Cl)cc1)c1ccc(N2CC3CC(C2)c2cccc(=O)n2C3)c(NC(=O)c2ccccc2Br)c1 (stereo not given)	8	0.6	0.6	-3
COc1ccc(/C=C(\C#N)c2nc3ccccc3[nH]2)cc1OC	3	0.0	-0.1	-34
c1ccc(-c2nc(NCCN3CCOCC3)c3ncn(C4CCCCC4)c3n2)cc1	19	0.1	-2.0	14
Cc1cccc(/C=C2\Sc3ccc(C(=O)O)cc3N(C)C2=O)c1	-14	-0.2	-0.2	6
CCOC(=O)c1ccc2ncc(C(=O)OCC)c(NCCCOC(C)=O)c2c1	1	0.3	0.0	0
CCCCC/C=C\C=C\[C@@H](O)CCCCCCCCCC(=O)O	2	/	-1.8	/
O=C(Nc1ccc(-c2csc(-c3ccccc3)n2)cc1)c1ccccc1	8	0.0	-0.8	4
COc1cc2c(cc1NC(=O)Cc1cccc3ccccc13)oc1ccccc12	9	0.1	-0.9	-4
CC1(C)[C@@H](O)CC[C@]2(C)[C@H]3C(=O)C=C4[C@@H]5C[C@@](C)(C(=O)O)CC[C@]5(C)CC[C@@]4(C)[C@]3(C)CC[C@@H]12	-12&0&1&26	0.0&-0.1&-0.1&0.1	-0.8&0.4&1.9&1.6	9&0&6&-1
c1cn(-c2ccc(Nc3nc(NC4CC4)c4[nH]cnc4n3)cc2)cn1	-3	-0.2	1.1	-8
CC1=CN2C(=NC(C(F)(F)F)(C(F)(F)F)N=C2c2ccco2)C=C1	15	0.5	-0.7	6
COc1cccc(C(=O)/C=C\Nc2ccc(OC)cc2OC)c1	1	-0.1	-8.8	80*
COc1cccc(-c2nnc3sc(NC(C)=O)nn23)c1	4	0.4	0.4	2
Cc1cccc(-c2noc(-c3cccc([N+](=O)[O-])c3)n2)c1	-6	-0.1	0.3	-12
O=C(CSc1nc2ccccc2s1)NCc1n[nH]c(=O)c2ccccc12	-12	0.2	0.2	-3
CCC(C)(C(=O)NC1CCCCC1)N(CC1CCCO1)C(=O)CC1NC(=O)NC1=O (stereo not given)	-10	-0.1	-0.3	2
Cc1ccc(C(=O)NCC2CCCO2)cc1[N+](=O)[O-] (stereo not given)	3	-0.1	-0.4	-18
Cc1ccc(S(N)(=O)=O)cc1NC(=O)c1ccc2c3c(cccc13)CC2	15	0.1	0.6	0
COC(=O)c1ccc(NC(=O)CC2C(=O)N(c3ccc(Cl)cc3)C(=S)N2Cc2ccc(Cl)cc2)cc1 (stereo not given)	16	0.4	1.0	-8
COc1ccccc1NC(=O)C1CCCN(S(C)(=O)=O)C1 (stereo not given)	-2	0.0	-0.3	0
COC(=O)c1ccc(-c2nc(-c3cc(Cl)ccc3OC)no2)cc1	14	-0.1	-1.8	8
COCCCNC(=O)c1cnc(N2CCN(c3ccccn3)CC2)c2ccccc12	8	0.6	-0.6	3
C#CC(C)(C)NC(=O)COC	-6	-0.1	0.9	4
O=C(Nc1nnc(S(=O)(=O)Nc2ccccc2)s1)c1ccccc1Cl	-4	-0.3	-0.7	-6
O=C(NNC(=O)c1ccc(Cl)c([N+](=O)[O-])c1)c1cccc(Cl)c1	3	-0.1	-0.4	4
CN1C(=O)CC(CC(=O)N2CCC(c3ccccc3Cl)C2)(c2cccc(F)c2)C1=O (stereo not given)	-2	-0.2	1.5	-12
COc1ccc(C(C)=O)cc1CSc1nncn1C	15	0.6	-0.4	-4
COC(=O)c1c(NC(=O)c2ccc(C)cc2C)sc(C)c1C	2	-0.1	-1.7	8

Arranged by SMILES length (lowest first): part of the list above.
SMILES	MITF inh	FBW7 act	GPR151 ag	TEAD-YAP block
COc1cccc(-c2nnc3sc(NC(C)=O)nn23)c1	4	0.4	0.4	2
CCCCOc1cc(Br)c2noc3c2c1C(=O)c1ccccc1-3	8	-0.3	1.7	-12
Cc1cccc(-c2noc(-c3cccc([N+](=O)[O-])c3)n2)c1	-6	-0.1	0.3	-12
c1ccc(-c2nc(NCCN3CCOCC3)c3ncn(C4CCCCC4)c3n2)cc1	19	0.1	-2.0	14
O=C(NNC(=O)c1ccc(Cl)c([N+](=O)[O-])c1)c1cccc(Cl)c1	3	-0.1	-0.4	4

(list continues)
SMILES	MITF inh	FBW7 act	GPR151 ag	TEAD-YAP block
O=C(NCCC1=CCCCC1)c1c[nH]c2ccc(S(=O)(=O)N3CCc4ccccc43)cc2c1=O	3	-0.4	0.1	6
CCOc1cccc(NC(c2ccccc2)P2(=O)OCC(C)(C)CO2)c1 (stereo not given)	-16	-0.1	-0.1	5
Cc1ccc(C(=O)NC(CC(=O)O)c2cccc([N+](=O)[O-])c2)cc1C (stereo not given)	0	-0.1	-0.4	4
COc1ccc(Cl)cc1NC(=O)CN(C)S(=O)(=O)c1ccc(Br)cc1	10	0.1	-0.5	1
CC(C)c1ccc2oc(-c3cc(NC(=O)c4cccnc4)ccc3Cl)nc2c1	-5	0.0	0.1	-10
NS(=O)(=O)c1ccc(NC(=O)c2ccccc2I)cc1	18	0.1	0.7	8
COCCn1c(=NC(=O)COc2ccccc2)sc2cc([N+](=O)[O-])ccc21	9	-0.1	0.1	2
O=[N+]([O-])c1ccc(S(=O)(=O)N2CCCC(c3nc(-c4ccc(Cl)cc4)no3)C2)cc1 (stereo not given)	-7	-0.1	1.2	-10
c1nc(NCCN2CCOCC2)cc(Nc2ccc(N3CCOCC3)cc2)n1	2&-4	-0.2&-0.2	-1.5&-1.0	-7&-5
CCOc1ccccc1C(=O)Nc1ccc(S(=O)(=O)Nc2nnc(CC)s2)cc1	11	0.2	2.7	4
CCN(CC)CCCNC(CC(=O)O)C(=O)O (stereo not given)	2	-0.1	0.0	-2
OCCC1CN(Cc2cc3ccccc3o2)CCN1CCc1ccccc1 (stereo not given)	-3	0.0	0.0	-2

Continued (5 carried over from the part before).
SMILES	MITF inh	FBW7 act	GPR151 ag	TEAD-YAP block
O=[N+]([O-])c1ccc(S(=O)(=O)N2CCCC(c3nc(-c4ccc(Cl)cc4)no3)C2)cc1 (stereo not given)	-7	-0.1	1.2	-10
c1nc(NCCN2CCOCC2)cc(Nc2ccc(N3CCOCC3)cc2)n1	2&-4	-0.2&-0.2	-1.5&-1.0	-7&-5
CCOc1ccccc1C(=O)Nc1ccc(S(=O)(=O)Nc2nnc(CC)s2)cc1	11	0.2	2.7	4
CCN(CC)CCCNC(CC(=O)O)C(=O)O (stereo not given)	2	-0.1	0.0	-2
OCCC1CN(Cc2cc3ccccc3o2)CCN1CCc1ccccc1 (stereo not given)	-3	0.0	0.0	-2
N#C/C(=N/Nc1ccc([N+](=O)[O-])cc1)C(=N)N1CCCCC1	23	-0.2	-1.7	-40
COc1ccc(OCCCC(=O)Nc2nc3ccc(S(C)(=O)=O)cc3s2)cc1	12	0.0	-0.3	19
Cc1nc2sc3c(c2c2nn(Cc4ccncc4)c(=O)n12)CCC(C)C3 (stereo not given)	8	0.0	0.0	6
COc1cc(CN2CCN(C3CCCC3)C(CCO)C2)ccc1F (stereo not given)	-2	0.0	1.3	3
CCN(CC)C(=O)c1cc(Cl)ccc1NC(=O)c1ccco1	5	-0.1	-0.5	7
Cc1cn2c(=O)c3c4c(sc3nc2s1)CCCC4	-1	-0.1	-1.2	-23
COc1ccccc1NC(=O)N(CCCO)Cc1cc2c(C)ccc(C)c2[nH]c1=O	14	0.5	-0.7	5
Cc1ccc2c(CSc3cccc[n+]3[O-])cc(=O)oc2c1C	-18	-0.1	-1.7	-10
COC(=O)c1ccc2c(=O)n(CCN3CCOCC3)c(SCc3cccc([N+](=O)[O-])c3)nc2c1	-2	0.0	0.9	-5
N#Cc1ccc(OCC(=O)Nc2nc(-c3cccnc3)cs2)cc1	13	0.1	-1.0	-5
CCOc1ccc(N2C(=O)c3ccccc3NC2(C)CC)cc1 (stereo not given)	8	0.0	-2.6	-40
O=c1cc(C(F)(F)F)oc2ccc(Cl)cc12	-5	0.1	1.0	-3
Cn1cc(CN2CCCC(CNC(=O)C3(c4ccc(Cl)cc4)CC3)C2)cn1 (stereo not given)	8	0.1	2.2	5
COc1ccccc1CNc1nc2ccccc2c2nc(-c3cccnc3)nn12	3	0.0	-0.1	-4
C/C(=N\N1CCOCC1)c1c(C(F)(F)F)[nH]n(-c2nc3ccccc3s2)c1=O	13	0.7	-1.2	-1
CCOc1ccccc1C1C(C#N)=C(SCC(=O)Nc2ccc(Br)cc2)NC(=O)C1C#N (stereo not given)	1	0.1	0.9	3
COc1ccc([N+](=O)[O-])cc1N(CC(=O)NCc1ccc2c(c1)OCO2)S(C)(=O)=O	4	0.2	-0.3	-11
CC(C)(C)C(=O)O/N=C(\N)Cc1ccc(Cl)cc1	12	1.2	0.1	-7
COc1cccc(C2CC(c3ccc(C)cc3)Nc3ncnn32)c1 (stereo not given)	-7	-0.1	0.9	9
O=C1NC(=O)c2cc(NC(=O)c3cc(-c4ccccc4)nc4ccccc34)ccc21	5	-0.1	-2.0	17
Cc1cccc(NC(=O)c2cnn3c(C(F)(F)F)cc(-c4ccco4)nc23)c1	17	0.0	-1.5	-4
CC(=O)C1=C(O)CC(c2ccccc2)CC1=NCCc1c(C)[nH]c2ccccc12 (stereo not given)	-6	0.1	0.1	-4
CCN(CC)C(=O)Cn1cnc2sc(C(=O)NCc3ccccn3)c(C)c2c1=O	17	0.1	-1.9	7
O=C(NCCn1ccc2ccccc21)c1cc(Cl)ccc1[N+](=O)[O-]	7	0.6	-1.4	0
C=CCSc1nnc(NC(=O)c2nc(SC)ncc2Cl)s1	-6	0.0	0.9	0
Cc1cc(C)c(NS(=O)(=O)c2ccc(O)c(C(=O)O)c2)c(C)c1	9	0.1	2.0	-12
O=C(NC[C@H]1CCCN(C(=O)c2ccn[nH]2)C1)c1ccco1	-6	-0.1	-0.7	7
Cc1cc(/C=N\O)c(C)n1-c1ccc(S(N)(=O)=O)cc1	14	0.3	-0.4	10
CC(C)C(=O)Nc1nnc(SCC(=O)c2ccc([N+](=O)[O-])cc2)s1	15	0.0	-2.0	10
O=[N+]([O-])c1cccc(-c2csc(Nc3cccc(O)c3)n2)c1	7	0.0	-0.7	-15
CCCS(=O)(=O)Nc1ccc2c(c1)CC(=O)N2C	10	0.1	0.6	-6
COc1cc(C)ccc1OCCOCCN1CCCC(C)C1 (stereo not given)	63*	-0.5	1.2	-1
CCCC(=O)N/C(N)=N/c1nc(C)c2cc(C)c(C)cc2n1	-6	0.0	-0.3	3
COc1ccccc1C1=N/C(=C\c2ccccc2F)C(=O)O1	8	0.0	0.6	-2
Cc1cc(Nc2c(-c3ccc4c(c3)OCC(=O)N4)c(=O)c2=O)ccc1Br	6	0.5	-1.0	-11
CC1=C(C(=O)Nc2ccccc2)C(c2ccc(Br)cc2)NC(=S)N1 (stereo not given)	-2	-0.1	-0.3	-1
O=C(/C=C/c1ccc2c(c1)OC(F)(F)O2)NCCN1CCOCC1	3	0.1	0.1	-2
Cc1cc(NS(=O)(=O)c2ccc(Br)cc2)no1	10	0.2	0.0	6
COc1ccc(C2(CNC(=O)Cc3ccccc3)CCCCC2)cc1OC	8	0.3	1.0	-8
O=C(CSc1nc(CSc2ccc(Cl)cc2)cc(=O)[nH]1)Nc1ccccc1-c1ccccc1	14	1.0	-1.8	-2
Cc1ccc(C(=O)Nc2cc3c(ccc4ccccc43)oc2=O)cc1	2	0.9	1.4	-7
Cc1cc(NC(=O)COn2nnc3ccc(Cl)cc32)no1	14	0.3	0.1	1
O=C(Nc1cccc(Cl)c1)NC1CC2CCC1C2 (stereo not given)	13	0.3	-0.3	-27
COc1ccc(CNC(=O)c2[nH]c(C)c(C(=O)NC3CCCCC3)c2C)cc1	-9	-0.1	0.6	-7
COC(=O)COc1ccc(S(=O)(=O)Nc2ccccc2C(=O)OC)cc1	1	0.1	2.0	7
Clc1ccc(CN2CCN(C3CC4CCC3C4)CC2)cc1 (stereo not given)	79*	-0.1	-0.2	-9
Cc1ccccc1C1C(C#N)=C(N)N(c2ncn[nH]2)C2=C1C(=O)CC(C)(C)C2 (stereo not given)	15	0.1	0.0	4
CCOC(=O)C1=C(C)N=c2s/c(=C/c3ccc(-c4cc(Cl)ccc4Cl)o3)c(=O)n2C1c1cc(OC)ccc1OC (stereo not given)	2	0.3	1.2	11
CC(C)OCCCNC(=O)C1CCC(=O)N1C1CCCC1 (stereo not given)	2	0.0	-1.8	2
CCOc1ccc(/C=C/C(=O)Nc2ccc3nc(N4CCOCC4)cc(C)c3c2)cc1OC	14	0.1	2.1	-2
COc1cccc(C(=O)Nc2ccc(-c3csc(-c4ccccc4)n3)cc2)c1	6	0.1	0.3	8
